TRHR ag = TRH receptor (human) agonism. P34981. TRHR cells, calcium flux fluo-8, FDSS agonist mode. activation, % at 2 µM. hit rate 0.18% among 360,000; note: 0% is about no effect
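TRHR-expressing cells, plated overnight in medium with 10% serum, were loaded with fluo-8 calcium dye at room temperature. After a 10 s baseline, library compound was pin-added and calcium release was recorded kinetically (ex 480/em 530) as agonist response.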
D2 PAM = positive allosteric modulators of human D2 dopamine receptor | potentiation, % at 10 µM | P14416 | AID 485347 | hit rate 0.34% among 340,000 | HEK293 T-REx D2, calcium flux, EC20 dopamine potentiation;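 active = potentiation over 3 SD above the plate norm, cut at about 30% in these data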; note: 0% is about no effect
Target sequence (P14416 whole entry, looked up): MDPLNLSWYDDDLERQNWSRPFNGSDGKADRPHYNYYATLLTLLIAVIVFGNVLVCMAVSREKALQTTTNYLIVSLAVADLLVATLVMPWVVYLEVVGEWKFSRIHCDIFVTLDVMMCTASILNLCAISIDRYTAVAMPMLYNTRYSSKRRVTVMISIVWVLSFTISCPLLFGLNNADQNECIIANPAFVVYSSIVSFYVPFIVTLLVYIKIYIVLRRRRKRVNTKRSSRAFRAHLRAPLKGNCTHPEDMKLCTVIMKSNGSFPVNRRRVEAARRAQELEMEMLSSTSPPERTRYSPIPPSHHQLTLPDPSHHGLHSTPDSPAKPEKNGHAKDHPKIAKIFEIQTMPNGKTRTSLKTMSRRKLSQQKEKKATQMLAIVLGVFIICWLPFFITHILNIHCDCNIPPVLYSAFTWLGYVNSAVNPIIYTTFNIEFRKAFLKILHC
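Cells plated with tetracycline inducer and held overnight at 30 C; calcium dye loaded 30–90 min at room temperature; baseline taken, compound added and read 180 s; EC20 dopamine then added and read 180 s.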
D1 antagonist = human D1 dopamine receptor antagonism; P21728; HEK293 TREx D1 cells, calcium flux, dopamine EC80; hits give low values; activity change, negative = inhibition, % at 10 µM; hit rate 3.2% among 360,000; AID 504652; in the data active = activity change below about -30%; note: % is set by controls: 0 for no effect and ±100 for the full control effect
Target sequence (P21728 whole entry, looked up): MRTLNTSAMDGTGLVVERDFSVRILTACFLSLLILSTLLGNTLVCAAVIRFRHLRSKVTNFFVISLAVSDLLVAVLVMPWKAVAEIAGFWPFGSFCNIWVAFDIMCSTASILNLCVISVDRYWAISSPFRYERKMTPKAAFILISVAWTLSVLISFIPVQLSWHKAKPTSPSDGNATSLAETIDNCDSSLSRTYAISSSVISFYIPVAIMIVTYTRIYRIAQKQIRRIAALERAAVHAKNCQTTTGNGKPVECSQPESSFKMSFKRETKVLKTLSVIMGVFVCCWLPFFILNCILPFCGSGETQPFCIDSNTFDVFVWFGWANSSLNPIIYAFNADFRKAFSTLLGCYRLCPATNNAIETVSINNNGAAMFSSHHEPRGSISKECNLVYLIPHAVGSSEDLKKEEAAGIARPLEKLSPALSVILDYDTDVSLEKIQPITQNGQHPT
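Tetracycline-induced HEK293 T-REx cells with force-coupled D1 receptor were loaded with a no-wash calcium dye. Compound was added after a 10 s baseline and read kinetically for 180 s; EC80 dopamine was then added and calcium flux followed another 180 s.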
D2 ag = D2 dopamine receptor (human) agonism | P14416 | hit rate 0.53% among 340,000 | AID 485358 | activation, % at 2 µM | HEK293 T-REx D2 cells, calcium flux agonist mode;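 active = activation over 3 SD above normal in the single-dose calcium agonist read, cut at about 30% in these data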; note: 0% is about no effect
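Agonism scored from kinetic calcium signal (1 read/sec, 180 s) following compound pin transfer, after a 10 s baseline. Cells: HEK293 Trex line expressing inducible D2 receptor coupled to calcium, dye-loaded after overnight culture at 30 C.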
D1 PAM = potentiators of human D1 dopamine receptor | AID 504651 | HEK293 TREx D1 cells, calcium flux, dopamine EC20 potentiation | hit rate 0.036% among 360,000 | potentiation, % at 10 µM | P21728; in the data active = potentiation above about 30%; note: 0% is about no effect
RXFP1 antagonist = antagonists of human relaxin receptor RXFP1; Q9HBX9; HEK293-RXFP1, relaxin-stimulated cAMP HTRF, 30 min; hits give low values; activity change, negative = inhibition, % at 57.5 µM; hit rate 0.59% among 350,000;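 active = activity change of -60% or lower, but not beyond a set lower limit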; note: % is set by controls: 0 for no effect and ±100 for the full control effect
D2 antagonist = antagonists of human D2 dopamine receptor. P14416. AID 485344. HEK293 TREx D2 cells, calcium flux, dopamine EC80. inhibition, % at 10 µM. hit rate 2% among 340,000; in the data active = inhibition above about 30%; note: 0% is about no effect
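Antagonism is scored as inhibition of an EC80 dopamine-evoked calcium signal in a force-coupled, tetracycline-inducible HEK293 T-REx D2 line, with compound present 180 s before agonist.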
TRHR enhancer = allosteric enhancers of human TRH receptor; hit rate 0.66% among 360,000; P34981; enhancement, % at 2 µM; TRHR cells, fluo-8 calcium fluorescence, EC20 TRH enhancement; in the data active = enhancement above about 30%; note: 0% is about no effect
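Enhancer read-out: after compound pinning and an initial kinetic agonist-mode read, an EC20 of TRH (10 nM final) was injected and fluo-8 calcium signal (Ex 480/Em 530) followed at 1 s/cycle for 100 cycles in TRHR-expressing cells.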
D1 ag = human D1 receptor agonism | HEK293 T-REx D1 cells, calcium flux, agonist mode | activation, % at 2 µM | hit rate 1% among 360,000 | AID 504660; note: 0% is about no effect
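Inducible HEK293 T-REx D1 cells, force-coupled to calcium signalling, were plated at 4000 cells/well with tetracycline and held overnight at 30 C. After no-wash calcium dye loading, compound-evoked calcium rise over 180 s flagged agonists.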
* marks the source's active call; other numbers are inactive results; . = not tested or not shown. Cut-off read from the data, not from the text of the source, unless noted: active = activation above about 30%; inactive = the rest.

SMILES | TRHR ag | D2 PAM | D1 antagonist | D2 ag | D1 PAM | RXFP1 antagonist | D2 antagonist | TRHR enhancer | D1 ag
CC(=O)N1c2ccc(S(=O)(=O)N(C)Cc3ccco3)cc2CC1C (configuration not stated) | 0.4 | 5 | -8 | -0.2 | -6 | 35 | 3 | -9 | 2
CCCNC(=O)c1ccc(OC)cc1OC | -0.8 | 2 | -13 | 0.3 | -6 | -9 | 5 | 0 | 1
Cc1nc2ccccn2c1/C(O)=C1\C(=O)C(=O)N(CCN2CCOCC2)C1c1ccncc1 (configuration not stated) | -0.1 | 3 | -1 | 1.0 | -2 | 3 | 10 | 11 | 2
COc1cc(CNC2CCCC2)cc(OC)c1 | 0.2 | 3 | 6 | 0.3 | 4 | -24 | 3 | 1 | 4
CCc1cccc(C)c1N1C(=O)CN(Cc2ccccc2)C1=S | -0.3 | 5 | 5 | 0.9 | -1 | -15 | 10 | -1 | 3
CN1CCN(c2cc(C(F)(F)F)nc(-c3ccccn3)n2)CC1 | 0.2 | -12 | 24 | 0.0 | -6 | -1 | -9 | 1 | 5
CCc1ccc(OCC(=O)NC(=S)Nc2ccc(S(=O)(=O)NC3CCCCC3)cc2)cc1 | -0.5 | 6 | -4 | -0.2 | -2 | -14 | -11 | 1 | 8
O=C(Cn1cccc1C(=O)c1ccccc1)NCc1ccccc1 | -0.4 | -11 | 8 | -1.7 | -2 | 34 | 10 | -5 | 0
COCCN(C(=S)Nc1ccccc1OC)C(C)c1cccs1 (configuration not stated) | 0.0 | -6 | 0 | 0.2 | -1 | 7 | -4 | 0 | 1
CCCCNC(=O)C1CCCN1S(=O)(=O)c1cccc2nsnc12 (configuration not stated) | 0.6 | . | 7 | . | 1 | -4 | . | 12 | 8
Cn1cccc1/C=C1\SC(=Nc2ccc(O)cc2)NC1=O | -0.1 | 7 | -6 | -0.4 | -2 | -2 | -2 | -2 | 1
Cc1c(C(=O)Nc2ccc3c(c2)OCCO3)oc2ccc(Br)cc12 | 0.2 | 12 | 1 | 0.7 | 0 | 1 | -2 | -1 | 1
Cc1ccc(S(=O)(=O)NCc2ccccc2)cc1C(=O)NCc1ccccn1 | -0.2 | 10 | -3 | -0.3 | -4 | -2 | -4 | -7 | 2
CCCn1c(C(C)C)n[nH]c1=S | -0.2 | 8 | -8 | 0.0 | 2 | -7 | 1 | 3 | 2
Cc1ccc(S(=O)(=O)N(C)CC(=O)N2CCC(C(N)=O)CC2)cc1 | -0.4 | 4 | 0 | 0.7 | -3 | -11 | -6 | 4 | 2
CCc1nnc(NC(=O)CSc2nc3c(C)cccc3[nH]2)s1 | -0.9 | 17 | 1 | -2.2 | -6 | -15 | 5 | 0 | 1
Cc1ccc(CNC(=O)CCCN2C(=S)NC(C)(C)CC2C)cc1 (configuration not stated) | -0.2 | -6 | -6 | 1.5 | 0 | -11 | 11 | 24 | 0
O=C1NC(=O)c2cc3ccccc3cc21 | -0.2 | -17 | -9 | -0.1 | . | 8 | 26 | -1 | 9
Cc1ccc(CNC(=O)CCc2nc3ccccc3c(=O)[nH]2)cc1 | 0.0 | 2 | 2 | 0.4 | -5 | -20 | 0 | -6 | 1
O=C(COC(=O)c1ccco1)NCC1CCCCC1 | -0.4 | -2 | 8 | 0.1 | -1 | 0 | -7 | 7 | 0
Cc1ccc(SCC(=O)OCC(=O)N(C)CC(=O)Nc2ccccc2Cl)cc1C | -0.5 | -1 | 29 | 2.1 | -2 | 2 | 33* | 5 | 12
CC1CN(C(=S)Nc2ccccc2)CC(C)O1 (configuration not stated) | 0.6 | 1 | 0 | 0.4 | 9 | -1 | 4 | -7 | 7
Cc1cc(Cl)nc(SCC(=O)c2ccccc2)n1 | -1.7 | 3 | -14 | 0.3 | -9 | 5 | -17 | -2 | 0
Cc1cc(C)c2c(c1)c(C)cc1nnc(SCc3ccccc3C#N)n12 | 0.0 | 8 | 5 | -2.0 | 1 | 4 | . | -12 | -2
O=C(NC1CCCC1)C(c1ccc(F)cc1)N(Cc1ccccc1)C(=O)c1csnn1 (configuration not stated) | -1.0 | 10 | 0 | -0.4 | . | 0 | 1 | -6 | 4

Single entries from above:
D2 ag result of CCCNC(=O)c1ccc(OC)cc1OC = 0.3
RXFP1 antagonist result of CCCn1c(C(C)C)n[nH]c1=S = -7
TRHR ag result of Cc1ccc(CNC(=O)CCc2nc3ccccc3c(=O)[nH]2)cc1 = 0.0
D2 PAM result of COCCN(C(=S)Nc1ccccc1OC)C(C)c1cccs1 (configuration not stated) = -6
D1 ag result of CCc1ccc(OCC(=O)NC(=S)Nc2ccc(S(=O)(=O)NC3CCCCC3)cc2)cc1 = 8
TRHR enhancer result of Cc1ccc(CNC(=O)CCCN2C(=S)NC(C)(C)CC2C)cc1 (configuration not stated) = 24

Additional compounds.
SMILES | TRHR ag | D2 PAM | D1 antagonist | D2 ag | D1 PAM | RXFP1 antagonist | D2 antagonist | TRHR enhancer | D1 ag
Cc1ccc(CCNc2nc3c(S(=O)(=O)c4ccc(C)cc4)nnn3c3ccsc23)cc1 | 1.0 | 6 | -4 | . | -6 | -17 | . | 42* | 0
CCOc1ccc(CC(=O)NC2CC(=O)N(c3ccc(C)c(C)c3)C2)cc1 (configuration not stated) | -0.2 | 18 | . | 0.7 | -2 | 6 | . | 0 | -4
COc1ccccc1OCCCc1c(C)n[nH]c1C | -0.8 | 14 | 1 | -1.0 | 0 | -1 | -7 | 1 | -1
COc1ccc(C(=O)CSc2nc(C)cc(C)c2C(=O)Nc2ccccc2C)cc1 | 0.2 | 9 | -24 | -1.9 | -2 | -12 | . | -9 | 4
CC(=O)NCC(=O)OCC(=O)c1ccc(Br)cc1 | -0.2 | 4 | 9 | 1.0 | 0 | -2 | -5 | 1 | 1
O=C1[C@@H]2C(c3cccnc3)=NO[C@@H]2C(=O)N1c1ccc2ccccc2c1 | 1.3 | -10 | 0 | 1.0 | -9 | -14 | 12 | -4 | 11
C[C@H](NC(=O)Nc1ccccc1F)C(=O)O | 0.2 | 8 | 9 | 2.6 | 1 | -21 | -31 | 4 | 0
OC(c1ccccc1)c1nc2ccccc2[nH]1 (configuration not stated) | 0.5 | 4 | 5 | -1.6 | 1 | -1 | -6 | -3 | 2
COc1cc(CNCc2ccccn2)ccc1OCC(=O)NC1CCCCC1 | -0.6 | -5 | 3 | 0.7 | 0 | . | -7 | 45* | 0
O=C1c2cccnc2C(=O)N1Cc1cccs1 | 0.2 | -25 | 13 | 0.9 | 3 | . | -8 | -5 | 3
O=C(CCCc1nc(-c2ccccc2Cl)no1)NCc1cccnc1 | 1.0 | 10 | -12 | -0.8 | 8 | -3 | -3 | -1 | 1
CCOc1cc(CNCCCN2CCOCC2)ccc1OCC(=O)Nc1cccc2ccccc12 | 0.7 | -11 | 9 | -1.5 | -4 | -8 | -13 | 4 | 4
O=C1CN(C(=O)c2ccc(Br)o2)C(c2ccc(F)cc2)c2cc(F)ccc2N1 (configuration not stated) | 0.0 | -6 | -10 | -0.7 | 2 | 31 | 3 | -2 | -1
CC1(C)CC(c2nc(-c3ccc([N+](=O)[O-])cc3)cs2)CCO1 (configuration not stated) | -0.6 | 2 | -2 | -0.5 | -5 | -22 | 7 | -12 | 6
CN(Cc1nc2ccccc2[nH]1)C(=O)C1CCC(=O)N(C2CCCC2)C1 (configuration not stated) | 1.2 | -1 | -22 | 0.2 | 2 | -5 | 8 | 0 | 2
O=C(Nc1ccc2nc(-c3cccnc3)[nH]c2c1)c1ccccc1F | -0.5 | 12 | -3 | 0.9 | -9 | 3 | -26 | 0 | 2
Cc1ccccc1-n1c(-c2ccc(=O)[nH]n2)n[nH]c1=S | 0.3 | -7 | 24 | 1.1 | -2 | 1 | 9 | 1 | 0
CCSc1ncc(Cl)c(C(=O)Nc2ccccc2)n1 | -1.2 | -13 | -15 | 0.0 | -16 | . | -3 | 36* | 3
CCc1ccc(C2(C)SC(NC(C)=O)=NN2C(C)=O)cc1 (configuration not stated) | -2.5 | 13 | 2 | -1.0 | 1 | -10 | 2 | 0 | 56*
CCn1c(=O)c2cc(C(=O)NCCc3ccc(OC)c(OC)c3)sc2c2ccccc21 | 0.1 | -10 | 2 | -0.3 | -2 | . | . | -1 | 1
Cn1c(C(=O)N2CCN(c3ncccn3)CC2)cc2c(=O)n(C)c3ccccc3c21 | -0.4 | 11 | 0 | 0.4 | . | . | 21 | 20 | -1
CCOc1ccc2nc(-c3ccc(OC)c(OC)c3)cc(C(=O)O)c2c1 | -0.1 | -5 | 4 | 1.7 | -7 | -6 | 8 | -6 | 1
O=C(O)C1CCCCC1C(=O)NC(c1ccccc1)c1ccccc1 (configuration not stated) | 0.2 | -5 | -3 | -1.6 | 0 | -7 | 14 | -6 | 3
COc1ccc(Oc2nc(-c3ccccn3)ncc2OC)cc1 | -1.7 | 1 | -4 | -0.3 | -1 | 2 | 7 | -3 | 2
Cc1nccn1CCc1n[nH]c(=S)n1Cc1ccccc1 | 0.2 | -3 | -2 | -0.7 | 2 | -15 | 29 | -2 | 3
SMILES | TRHR ag | D2 PAM | D1 antagonist | D2 ag | D1 PAM | RXFP1 antagonist | D2 antagonist | TRHR enhancer | D1 ag
CC(C)(C)NS(=O)(=O)CC12CCC(CC1=O)C2(C)C (configuration not stated) | 0.5 | 2 | -2 | 0.5 | 2 | 6 | 1 | -1 | 2
O=C(CNc1ccccc1Cl)N/N=C1\CCCc2ccccc21 | 3.0 | 2 | 19 | 1.0 | 1 | 8 | -5 | 0 | 4
COc1cccc(C(=O)NCC(=O)N/N=C/c2ccc(OC(=O)c3cccs3)c(OC)c2)c1 | 0.5 | -7 | 3 | -1.3 | 3 | -18 | 10 | 1 | 1
CCC1CCCCN1C(=O)c1noc(C(C)C)c1[N+](=O)[O-] (configuration not stated) | -0.6 | -7 | -15 | -0.2 | -5 | -4 | 3 | -3 | 1
Cc1ccc(SCc2cc(=O)[nH]c(N3CCCCC3)n2)cc1 | -0.8 | -9 | -7 | 0.5 | -4 | 5 | -4 | -7 | 0
COc1ccccc1N1CCN(C(=O)c2oc3c(c2C)C(=O)CC(C)(C)C3)CC1 | -0.8 | 9 | -3 | -0.6 | 3 | 0 | 2 | 2 | 1
C#CCSc1cc(C(F)(F)F)nc(-c2ccccn2)n1 | -2.4 | -4 | -4 | 0.1 | -3 | -5 | 3 | -8 | 1
O=C(COC(=O)c1ccco1)Nc1nc2c(F)c(F)c(F)cc2s1 | 0.6 | -6 | 2 | 0.5 | -2 | -16 | -15 | 0 | 3
COc1ccc2oc(=O)c(/C(C)=N/NC(=O)c3ccncc3)cc2c1 | 0.4 | 11 | -7 | -0.3 | 3 | . | 6 | -4 | 1
O=C(COC(=O)Cc1ccc(S(=O)(=O)N2CCOCC2)s1)Nc1ccc([N+](=O)[O-])cc1 | -1.0 | -8 | -10 | 0.2 | -5 | -6 | -7 | 4 | 5

Grouped by structure: the compounds so far containing a CF3 group.
SMILES | TRHR ag | D2 PAM | D1 antagonist | D2 ag | D1 PAM | RXFP1 antagonist | D2 antagonist | TRHR enhancer | D1 ag
CN1CCN(c2cc(C(F)(F)F)nc(-c3ccccn3)n2)CC1 | 0.2 | -12 | 24 | 0.0 | -6 | -1 | -9 | 1 | 5
C#CCSc1cc(C(F)(F)F)nc(-c2ccccn2)n1 | -2.4 | -4 | -4 | 0.1 | -3 | -5 | 3 | -8 | 1

Source: PubChem BioAssay (National Center for Advancing Translational Sciences (NCATS))
